Rev-erbA mod – modulators of Rev-erb alpha DNA binding, primary screen, biochemical, FITC-DNA, fluorescence polarization, uHTS. activity, % at 10 µM. 370,000 compounds, 0.79% hits. Nuclear receptor subfamily 1 group D member 1 (Homo sapiens), P20393. Rev-erbα–FITC-DNA binding, 90 min;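 active = activity above about 14%, limit read from the data; passing the limit was not always enough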;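 note: 0% = DMSO wells with 35 nM protein and 100% = DMSO wells with 750 nM protein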
ARFGAP1 inh – inhibitors of rat ARFGAP1 GAP activity, primary screen, biochemical, fluorescence polarization, GDP tracer | Arfgap1-stimulated ARF1 GTP hydrolysis, GDP FP detection | inhibition, % at 16.5 µM | ADP-ribosylation factor GTPase-activating protein 1 (Rattus norvegicus), Q62848 | 360,000 compounds, 0.26% hits;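 active = inhibition above a per-plate limit, mean inhibition of low control wells plus 3 SD, cut at about 25% in these data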;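 note: 0% = DMSO wells with enzyme and 100% = wells lacking Arfgap1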
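System: truncated rat Arfgap1 GAP domain / Benchmarks: high control wells lacking Arfgap1, low control full reaction with DMSO / Times: compound-enzyme preincubation 20 min, reaction 120 min, detection 60 min, 25 °C / Repeats: one replicate per compound / Also added: human ARF1(Δ1-17)-GTP substrate / Measured by: Tracer-displacement fluorescence polarization with EDTA stop, 620/688 nm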
SMARCA2 act – SMARCA2 (BRM) function activators, primary screen, cell-based, luminescence, high throughput; MG213 cells, MMTV-luciferase reporter, dexamethasone, overnight; activation, % at 9.1 µM; 370,000 compounds, 1% hits; in the data active = activation above about 7.8%;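 note: 0% = vehicle wells and 100% = reference activator wells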
rCAG RNA binder – binders of r(CAG) RNA repeats, primary screen, biochemical, fluorescence; r(CAG) RNA repeat, TO-PRO-1 dye displacement fluorescence; inhibition, % at 3 µM; 370,000 compounds, 1.3% hits; AID 651821, 2012;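 active = inhibition above the plate cutoff, the mean of all test compounds on that plate plus 3 SD, cut at about 35% in these data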;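 note: 0% = DMSO alone and 100% = 100 µM mitoxantrone as full dye displacement; higher means more dye released from RNA so lower well fluorescence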
NPR1 activator – GC-A stimulated cGMP production enhancers – HEK293 GC-A cells, cGMP TR-FRET, EC30 ANP, primary screen; activation, % at 10 µM; 0% at EC30 ANP, 100% saturating ANP; 370,000 compounds, 0.14% hits; Atrial natriuretic peptide receptor 1 (Homo sapiens), P16066; in the data active = activation above about 40%
HTRA1 inhibitor – HTRA1 serine protease inhibitors, primary screen, biochemical, fluorescence polarization, HTS; Q92743; recombinant HTRA1, FP-rhodamine activity-based probe; inhibition, % at 5.96 µM; 340,000 compounds, 0.5% hits; AID 504803, 2011; in the data active = inhibition above about 36%;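 note: 0% = enzyme with DMSO and 100% = wells lacking enzyme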
ASAP1 inh – inhibitors of human ASAP1 ArfGAP activity, primary screen, biochemical, fluorescence polarization; Arf-GAP with SH3 domain, ANK repeat and PH domain-containing protein 1 (Homo sapiens), …; ASAP1-stimulated ARF1 GTP hydrolysis, GDP FP detection; inhibition, % at 16.5 µM; 360,000 compounds, 0.19% hits; AID 624377, 2012; in the data active = inhibition above about 25%;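 note: 0% = vehicle with enzyme and substrate and 100% = no enzyme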
mABHD4 FP – ABHD4 inhibitors, primary screen, biochemical, fluorescence polarization, mouse. (Lyso)-N-acylphosphatidylethanolamine lipase (Mus musculus), Q8VD66. purified mABHD4, FP-Rh probe fluorescence polarization. inhibition, % at 8.92 µM. 370,000 compounds, 0.54% hits;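 active = inhibition exceeding the mean over every tested compound plus 3 SD, cut at about 30% in these data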;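 note: 0% = plate median of compound wells and 100% = S159A mutant with DMSO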
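Assay system: wild-type mouse ABHD4 protein; compound: single nominal dose of 8.92 µM, 0.89% DMSO final; schedule: 45 min + 60 min at 25 °C; measured by: FP readout, ex 525 nm / em 598 nm; evaluation: % inhibition of FP-Rh probe binding versus controls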
NPR2 activator – human GC-B receptor activators, primary screen, HEK293 GC-B cells, cGMP TR-FRET, EC30 CNP. Atrial natriuretic peptide receptor 2 (Homo sapiens), P20594. 0% at EC30 CNP, 100% saturating CNP. activation, % at 10 µM. 370,000 compounds, 0.11% hits. AID 1920062, 2024;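 active = activation at 10 µM reaching about 35% in either raw or pattern-adjusted values, limit read from the data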
Target sequence (P20594 whole entry, looked up): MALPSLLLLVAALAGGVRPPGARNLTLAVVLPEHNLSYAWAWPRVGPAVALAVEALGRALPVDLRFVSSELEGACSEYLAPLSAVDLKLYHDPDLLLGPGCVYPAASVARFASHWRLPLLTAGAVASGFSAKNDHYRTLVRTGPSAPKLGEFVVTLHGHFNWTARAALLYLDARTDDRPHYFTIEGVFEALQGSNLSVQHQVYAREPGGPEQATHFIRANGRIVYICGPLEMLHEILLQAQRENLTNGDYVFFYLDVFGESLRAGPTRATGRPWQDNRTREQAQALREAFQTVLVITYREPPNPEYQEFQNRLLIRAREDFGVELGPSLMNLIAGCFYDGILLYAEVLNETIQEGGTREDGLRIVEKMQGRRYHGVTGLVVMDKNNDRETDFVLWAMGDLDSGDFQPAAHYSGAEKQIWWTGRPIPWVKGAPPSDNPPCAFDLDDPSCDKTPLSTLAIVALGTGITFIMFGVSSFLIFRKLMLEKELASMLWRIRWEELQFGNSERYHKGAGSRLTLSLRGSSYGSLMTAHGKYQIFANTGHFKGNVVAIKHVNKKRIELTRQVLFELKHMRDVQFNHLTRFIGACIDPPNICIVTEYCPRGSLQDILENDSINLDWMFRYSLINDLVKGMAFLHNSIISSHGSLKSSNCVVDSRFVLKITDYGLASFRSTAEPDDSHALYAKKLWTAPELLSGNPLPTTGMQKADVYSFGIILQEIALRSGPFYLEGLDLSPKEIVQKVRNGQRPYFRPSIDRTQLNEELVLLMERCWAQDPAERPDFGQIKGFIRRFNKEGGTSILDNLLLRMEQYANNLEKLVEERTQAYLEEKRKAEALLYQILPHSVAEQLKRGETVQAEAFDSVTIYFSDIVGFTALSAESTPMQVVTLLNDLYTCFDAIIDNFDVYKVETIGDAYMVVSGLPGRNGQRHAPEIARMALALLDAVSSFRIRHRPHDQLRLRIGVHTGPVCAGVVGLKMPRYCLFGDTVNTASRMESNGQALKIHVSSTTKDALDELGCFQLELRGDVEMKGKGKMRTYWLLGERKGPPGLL
PG9 binder – binders of HIV-1 gp120 antibody PG9, primary screen, biochemical, TR-FRET | HIV-1 gp120 / PG9 antibody interaction | TR-FRET gp120-PG9 antibody binding | inhibition, % at 6.7 µM | 360,000 compounds, 0.43% hits; in the data active = inhibition above about 8.5%
Active calls of the source: *; / = no result given.

Results follow in this order: NPR2 activator	SMARCA2 act	PG9 binder	Rev-erbA mod	rCAG RNA binder	mABHD4 FP	HTRA1 inhibitor	ARFGAP1 inh	NPR1 activator	ASAP1 inh
> COC(=O)c1ccc(OCCn2cnc3ccccc3c2=O)cc1
→ -7	-1	1.3	-3	-3	5	-4	12	-7	-3
> COc1cc2c(cc1OC)-c1cc(Nc3ccc4c(c3)OCCO4)nc(=O)n1CC2
→ 22	-3	-3.5	-1	8	11	12	-16	17	14
> c1ccc(-c2ncnc3ccccc23)cc1
→ 2	-3	-0.3	1	2	-1	-3	10	1	6
> CCOC(=O)N1CCN(C(=O)CSCC(=O)Nc2nc(-c3ccc(-c4ccccc4)cc3)cs2)CC1
→ 2	-1	-2.3	8	14	-45	-24	-11	-5	7
> CN(C)c1ccc(/C=N\NC(=O)c2cccc3cc[nH]c23)cc1
→ 0	4	-4.6	2	5	2	9	-1	-1	-2
> CC(C)(C)CC(=O)Nc1ccc(S(=O)(=O)NC2=NCCCCC2)cc1
→ 1	-3	0.5	-2	4	5	-3	2	2	4
> COc1cccc(NC(=S)N2CCN(Cc3ccccc3)CC2)c1
→ -2	6	0.1	0	-2	-9	-5	16	3	5
> CC(C)c1ccc(N2C(=O)/C(=C/N(C)C)SC2=S)cc1
→ 7	-1	-0.3	1	27	-134	6	-4	7	-5
> O=c1[nH]c(SCc2ccccc2[N+](=O)[O-])nc2nc[nH]c12
→ 2	-1	-2.4	7	8	1	-3	1	1	-5
> O=C(COC(=O)Cc1c[nH]c2ccccc12)Nc1ccccc1C(F)(F)F
→ 1	-3	0.4	-5	-1	5	-9	9	3	2
> Cc1ccc(C2NC(=S)N3C(c4ccc(C)cc4)NC(=S)N23)cc1 (configuration not stated)
→ 7	-4	0.7	8	0	-3	3	5	6	-1
> CCc1nnc(SCC(=O)Nc2ccc(F)cc2)o1
→ 1	1	-0.3	0	-4	2	5	-3	0	-2
> O=C(COC(=O)/C=C/c1ccccc1)NC(=O)NC1CCCCC1
→ 0	0	0.8	3	-2	1	5	7	1	13
> CCOc1ccc(NC(=O)COc2coc(CN3CCc4ccccc4C3)cc2=O)cc1
→ -5	0	-0.6	-5	-3	0	-10	10	2	7
> CC(C)C(=O)Nc1ccc(NC(=O)CCc2ccccc2)cn1
→ 1	-1	0.2	-1	-4	2	-2	-12	-2	1
> c1ccc2oc(NC3=NCN(CC4CCCO4)CN3)nc2c1 (configuration not stated)
→ 8	-2	0.8	8	-3	-3	-2	16	3	-5
> C=C[C@@H]1c2ccccc2N(S(=O)(=O)c2ccc(C)cc2)[C@H](c2ccc(C(F)(F)F)cc2)C1(C#N)C#N
→ 0	3	-1.6	3	9	4	-23	6	-3	5
> COc1ccccc1CNC(=O)[C@H](C)N1C(=O)N2CCc3c([nH]c4ccccc34)[C@@]2(C)C1=O
→ -17	-4	-1.5	-3	-6	-10	-3	-4	-1	-1
> COc1cc(CNC2CCCCCCC2)cc(Cl)c1OCC(N)=O
→ 2	0	-0.4	3	0	5	3	-3	-2	-2
> Cc1cc(C(=O)N(C)Cc2ccc(Br)cc2)no1
→ 3	-9	0.3	1	5	-6	-3	10	2	-11

Just mABHD4 FP, PG9 binder and ARFGAP1 inh, for some of the entries so far:
SMILES,mABHD4 FP,PG9 binder,ARFGAP1 inh
CCOc1ccc(NC(=O)COc2coc(CN3CCc4ccccc4C3)cc2=O)cc1,0,-0.6,10
CC(C)C(=O)Nc1ccc(NC(=O)CCc2ccccc2)cn1,2,0.2,-12
c1ccc2oc(NC3=NCN(CC4CCCO4)CN3)nc2c1 (configuration not stated),-3,0.8,16
C=C[C@@H]1c2ccccc2N(S(=O)(=O)c2ccc(C)cc2)[C@H](c2ccc(C(F)(F)F)cc2)C1(C#N)C#N,4,-1.6,6

Next part.
Results follow in this order: NPR2 activator	SMARCA2 act	PG9 binder	Rev-erbA mod	rCAG RNA binder	mABHD4 FP	HTRA1 inhibitor	ARFGAP1 inh	NPR1 activator	ASAP1 inh
> O=C(N1CCCC1)n1ncc(-c2ccc(-c3ccccc3)cc2)n1
→ 1	/	/	-10	/	47*	/	/	5	/
> CCOc1cc(N2CCOCC2)c(OCC)cc1NC(=O)CSc1nc(N)cc(=O)[nH]1
→ -3	-1	-0.7	-2	1	4	6	6	1	-7
> CC1CCCCC1NC(=O)COC(=O)c1ccc(N(C)C)cc1 (configuration not stated)
→ 1	3	-0.2	5	0	7	0	-11	-2	5
> Cc1ccc(-c2csc(N3CCN(c4cc5c(cc4Cl)nc(C)n5CCN4CCCCC4)CC3)n2)cc1
→ -3	0	-1.2	4	0	23	-11	14	1	14
> CCCn1c(C)cc(C(=O)COc2ccc(S(=O)(=O)N(CC)CC)cc2[N+](=O)[O-])c1C
→ 6	-3	0.3	-3	5	2	-10	0	1	-8
> Cc1cc(=O)oc2c(C)c(OCC(=O)NC3CCN(Cc4ccccc4)CC3)ccc12
→ -7	1	-0.3	-7	-2	-6	1	-3	-6	-4
> O=C(CN1CCc2cc3c(cc2C1)OCCCO3)Nc1cccc([N+](=O)[O-])c1
→ 2	-1	-0.9	6	9	7	-7	-1	5	14
> O=C(N/N=C/c1ccccc1)c1ccc(N2CCCC2=O)cc1
→ -4	2	2.1	-5	-1	-3	-2	11	-4	17
> CC(C)CCC(C(=O)O)C(C)CC(=O)Nc1ccn(-c2ccccc2)n1 (configuration not stated)
→ -3	3	0.8	-4	5	3	-2	10	9	-7
> CC(Sc1nc(N)cc(=O)[nH]1)C(=O)NNC(=O)c1cccc(Cl)c1 (configuration not stated)
→ 9	6	-1.2	2	5	-4	-3	1	3	-2
> CCCN1C(=O)/C(=C\C=C2/C=CN(CC)c3ccccc32)SC1=S
→ -5	-2	-5.0	7	10	10	31	-2	-151	7
> O=c1cnnc(SCCc2ccccc2)[nH]1
→ 0	8.2*	0.8	-4	-1	-3	4	10	-2	11
> O=C(CSc1n[nH]c(-c2cccs2)n1)N1CCN(S(=O)(=O)c2ccc3ccccc3c2)CC1
→ -1	-5	0.4	7	12	-22	-8	0	-1	1
> O=C(NCCc1ccccc1)c1ccc(NCC2CCCO2)c([N+](=O)[O-])c1 (configuration not stated)
→ -1	7	-2.8	2	-5	5	-4	3	4	5
> CC(C)C[C@@H](CO)N1CCN(CCc2ccccc2)CCC1=O
→ 1	-2	-0.4	-3	-5	-11	1	14	4	10
> Cc1c(CNC(=O)c2cnn3c2NC(c2ccc(Br)cc2)CC3C(F)(F)F)cnn1C (configuration not stated)
→ -13	-1	1.3	3	1	-6	-8	-4	6	-3
> Cc1ccnc(NC(=O)C2CCCN(c3ncnc4c3nc3n4CCCCC3)C2)c1 (configuration not stated)
→ -4	-2	-1.8	1	-7	-3	-1	-10	-7	2
> CCOc1ccc(CNCc2ccc(C(=O)O)cc2)cc1OC
→ 0	-3	0.0	-1	2	-2	8	-2	3	2
> CS(=O)(=O)N[C@@H]1C[C@@H]2O[C@H](CO)CC[C@@H]2O[C@@H]1CCc1ccc(-c2ccccc2F)cc1
→ -3	-4	/	5	2	-1	/	/	19	/
> COc1ccc(N(CC(=O)NCc2ccccc2)S(C)(=O)=O)cc1
→ 2	-2	-1.8	-2	-1	4	6	-12	1	-9
> COc1ccc2cc3c(N)nn(C(=O)c4cccc([N+](=O)[O-])c4)c3nc2c1
→ 5	-5	0.4	-24	2	3	-8	8	3	22
> O=C(Nc1ccc2c(c1)OCCO2)c1cccc(Cl)c1
→ 2	5	-0.4	9	-1	-7	-12	6	4	1
> CCN(CC)C(=O)CC(c1cc(OC)c(OC)c(OC)c1)c1c(OC)cc(OC)c2ccc(=O)oc12 (configuration not stated)
→ -21	-1	1.1	4	2	-6	-2	0	-10	-1
> Cc1cc(Br)cn2c(Cc3ccccc3)c(C3CCCCC3)nc12
→ -12	-3	1.8	0	8	-5	/	155*	-11	-6
> COc1cc(COCC(O)CN2CCN(Cc3ccc4c(c3)OCO4)CC2)cc(OC)c1OC (configuration not stated)
→ -3	-3	1.1	6	-9	1	-6	0	0	7
> Cc1ccc(NC(=O)c2cc(=O)[nH]c3ccc(S(=O)(=O)N4CCOCC4)cc23)cc1
→ 8	1	-1.7	4	5	-5	-5	-7	1	6
> CCc1c(C)sc(NC(=O)c2cccs2)c1C#N
→ 1	4	1.8	5	4	-4	-2	-5	3	1
> O=C(COC(=O)c1ncc(Cl)c(Cl)c1Cl)NC(=O)NCc1ccccc1
→ -11	1	-1.0	-4	0	0	3	0	-1	0
> CN1CCN(NC(=O)c2cn(-c3ccccc3)nc2-c2cccs2)CC1
→ 1	0	-1.8	-2	1	1	2	3	0	0
> COc1cccc(C(=O)Nc2cccnc2)c1
→ -1	-1	-0.5	0	-2	7	3	17	-1	0
> CC(C(=O)NCc1ccc2c(c1)OCO2)c1ccc([N+](=O)[O-])cc1 (configuration not stated)
→ 6	0	-1.4	-1	-4	-1	4	0	-3	-4
> COc1ccc(Cc2c(Cl)ncnc2Cl)cc1
→ 8	-1	-1.0	3	-2	-11	3	4	7	2
> CCOc1cc(/C=C2\SC(=S)N(NC(=O)c3cccnc3)C2=O)ccc1O
→ -2	-4	-8.0	5	-5	-108	/	-6	-1	-12
> Brc1ccc(CSc2ccc3nnc(-c4cccnc4)n3n2)cc1
→ 0	2	-0.4	0	-4	-1	-6	-4	1	3
> O=C(NCCc1ccccn1)C(F)(F)C(F)(F)C(F)(F)C(F)(F)C(F)(F)C(F)(F)C(F)(F)C(F)F
→ 0	-2	-0.1	-2	-2	-12	-2	8	-2	-6
> Cc1nnc(SCC(=O)Nc2ccc([N+](=O)[O-])cc2)n1CC1CCCO1 (configuration not stated)
→ 0	-3	-0.8	3	-1	7	9	7	1	3
> O=C(CSc1nc2ccccc2c(=O)n1CCCN1CCOCC1)Nc1ccc(F)c(Cl)c1
→ 0	2	-0.6	-5	-3	-3	-11	4	-7	-4
> COc1ccc(C2c3ccc(O)cc3Oc3ncn(CCN4CCOCC4)c(=N)c32)cc1OC (configuration not stated)
→ 2	-2	-1.9	-3	0	-4	8	-7	1	1
> CCOC(=O)C1CCCc2c1[nH]c1c(C(=O)O)cccc21 (configuration not stated)
→ 2	-2	-2.3	-1	7	8	2	5	-2	-4
> CCCCC1(O)CC(C(F)(F)F)=NN1C(=O)COc1ccccc1 (configuration not stated)
→ 2	-3	-2.2	-5	-4	-16	-4	-8	-1	1
> O=C(CSc1nnnn1C1CCCCC1)Nc1nc2c(s1)CCCC2
→ -1	-2	1.7	6	-4	-10	-20	1	-1	-5

The order is random; 4.4% or so of the library scored in one or more.
